MCF10A rerep = A quantitative high throughput screen for small molecules that induce DNA re-replication in MCF 10a normal breast cells; MCF 10A DNA re-replication, Hoechst nuclear intensity, 48 h; Potency, µM (top dose mostly 46.1 µM), without a hit: at the top dose activity, positive = re-replication, actives largely listed as activators; hit rate 2.9% among 350,000; note: potency is the fitted concentration of half-maximal effect; % of control where 0% means no effect; nearly all actives have a fitted effect of over 50% in size
IL-1B inflam inh = qHTS for Inhibitors of Inflammasome Signaling: IL-1-beta AlphaLISA Primary Screen; AID 743279, 2014; activity change, % at 57.5 µM; hit rate 4.7% among 360,000; THP-1 LPS/ATP IL-1B secretion, AlphaLISA, 16 h; stronger effect = lower value; in the data active = activity change below about -50%; inconclusive = mostly about -30% to -49%; note: % is set by controls: 0 for no effect and ±100 for the full control effect
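Secreted IL-1B measured by AlphaLISA bead assay after 16 h compound exposure of THP-1 cells; compounds (final up to 57.5 uM) added 1 h before LPS (250 ng/mL) and ATP (1.25 mM) stimulation; lower signal means less secretion.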
Nrf2 ARE act = qHTS of Nrf2 Activators | AREc32 ARE-luciferase reporter (MCF7-derived line), luminescence, 24 h | Potency, µM (titrated, usually from 46.1 µM), for the others: top-dose activation, most hits filed as activators | hit rate 0.31% among 410,000; note: potency is the fitted concentration of half-maximal effect; % of control where 0% means no effect; nearly all actives have a fitted effect of over 65% in size
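ARE activation measured as luciferase luminescence (Steady-Glo, 30 min RT) in AREc32_Fluc cells after 24 hr compound exposure at 37 deg C, 5% CO2; cells seeded overnight at 1000/well in OPTI-MEM, 5% FBS.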
ATXN2 expr inh = Primary qHTS for Inhibitors of ATXN expression; HEK-293 ATXN2-luciferase reporter, luminescence, 24 h; Potency, µM (titrated, usually from 57 µM), for the others: at the top dose activity change, negative = inhibition, usual class: inhibitors; hit rate 0.72% among 360,000; AID 1745845, 2022; note: potency is the fitted concentration of half-maximal effect; % is set by controls: 0 for no effect and ±100 for the full control effect; nearly all actives have a fitted effect of over 55% in size
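qHTS (up to 57 uM final) was run with 24 h compound exposure of reporter cells at 37 °C. Each well was multiplexed: SteadyGlo luminescence measured ATXN2-luciferase expression after a fluorogenic Gly-Phe-AFC viability readout (25 uM final).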
HepG2 viability = qHTS for Inhibitors of TGF-b: Cytotox Counterscreen; AID 588856, 2011; hit rate 0.76% among 410,000; Potency, µM (top dose mostly 46.1 µM), for inactives: top-dose activity change, negative = cytotoxicity, usual class: cytotoxic; HepG2 CAGA-GFP viability, ATP luminescence, 18 h; note: potency is the fitted concentration of half-maximal effect; some results filed as inactive show a strong effect at the top dose
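CellTiter-Glo luminescence gave cytotoxicity after 18 hours at 37 degrees C. The cells were HepG2 CAGA-GFP in 1% FBS DMEM, stimulated with 500 pg/mL TGF-beta after compound addition. %Activity was normalised to no-cell wells (complete cell-killing) and DMSO (no toxicity), and curves were fitted and classified.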
TGFb SMAD3 inh = qHTS for Inhibitors of TGF-b; Potency, µM (top dose mostly 46.1 µM), inactives show top-dose activity, negative = inhibition, most hits filed as inhibitors; hit rate 1.2% among 410,000; HepG2 CAGA-GFP TGF-b/SMAD3 reporter, GFP fluorescence, 18 h; TGF-beta stimulated, 500 pg/mL final; note: potency is the fitted concentration of half-maximal effect; % is set by controls: 0 for no effect and ±100 for the full control effect; nearly all actives have a fitted effect of over 65% in size
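HEPG2 CAGA-GFP reporter cells (1000/well, DMEM with 1% FBS) received compounds, then recombinant TGF-beta at 500 pg/mL final for 18 hours at 37 degrees C. Per-cell GFP summed per well was normalised to unstimulated and stimulated DMSO controls before curve fitting.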
A549 tox = Nrf2 qHTS screen for inhibitors: counterscreen for cytotoxicity. A549 ARE-Fluc cells, CellTiter-Fluor viability, 18-24 h. Potency, µM (titrated, usually from 46 µM), without a hit: at the top dose activity change, negative = cytotoxicity, hits mostly inhibitors. hit rate 0.16% among 390,000. AID 504648, 2011; note: potency is the fitted concentration of half-maximal effect; % is set by controls: 0 for no effect and ±100 for the full control effect
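A549 ARE-Fluc cells in 5% FBS OPTI-MEM, 5000 cells/well, rested 2 h then exposed to compounds in concentration-response for 18-24 h at 37 °C. Viability by CellTiter-Fluor fluorescence (Ex 405/Em 525) after 30 min; luciferase luminescence (BugLite, 15 min, RT) read afterwards.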
Nrf2 block = Nrf2 qHTS screen for inhibitors; hit rate 2.1% among 360,000; Potency, µM (series often up to 46 µM), for inactives: at the top dose activity change, negative = inhibition, hits mostly inhibitors; AID 504444, 2011; A549 ARE-Fluc reporter, luciferase luminescence, 18-24 h; note: potency is the fitted concentration of half-maximal effect; % is set by controls: 0 for no effect and ±100 for the full control effect; nearly all actives have a fitted effect of over 60% in size
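Nrf2 function is reported as luminescence of an ARE-controlled luciferase in A549 cells. Compounds were tested at several concentrations, and a CellTiter-Fluor read on the same wells flagged cytotoxicity.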
ATXN viability = Viability Counterscreen for Primary qHTS for Inhibitors of ATXN expression; Potency, µM (titrated, usually from 56.7 µM), actives largely listed as cytotoxic; hit rate 0.49% among 400,000; S2 cells (HEK-293 line with an ATXN2-luciferase reporter) viability, CellTiter-Fluor protease fluorescence, 24 h; note: potency is the fitted concentration of half-maximal effect; nearly all actives have a fitted effect of over 40% in size
Starred values were filed as active, the others as inactive; i = inactive; ? = inconclusive; . = not tested or not shown; & = joins results of further samples; [ ] = another dose, or the depositor's remark. Unless noted, calls come from the whole dose curve; as a rule, active = well fitted curve in the direction sought with a large enough effect; inconclusive = small, poorly fitted or top-dose-only effect, or another doubt; inactive = no such curve, though single readings can be large; an effect the other way counts as inactive or inconclusive.

Compound,MCF10A rerep,IL-1B inflam inh,Nrf2 ARE act,ATXN2 expr inh,HepG2 viability,TGFb SMAD3 inh,A549 tox,Nrf2 block,ATXN viability
Cc1ccc(/C(N)=N/OC(=O)CCc2ccccc2)cc1,7.3µM*,13,0.3%,53%[activator],0%,3%,6%,?,i
COc1cc(/C=C(\C#N)c2ccccn2)ccc1OCc1ccccc1Cl,?,-21,-0.7%,2%,1%,9%,4%,-19%,i
CCN(CC)CCCNC(=O)c1cn(CC(C)C)c(=O)c2c1c1ccccc1n2C,8%,-11,-0.4%&0.5%,-28%&6%,-15%&4%,1%&-4%,16%&4%,13%&10%,?
O=C(NCCS(=O)(=O)c1ccc(Br)cc1)c1ccc(Cl)cc1,1%,-7,-0.3%,-3%,-6%,0%,-1%,4%,i
Cc1ccc(NC2CCCN(C(=O)c3cc(C(C)C)[nH]n3)C2)cc1C (stereo not given),0%,0,-0.6%,-1%,1%,9%,-6%,-6%,i
O=[N+]([O-])c1ccc(NCc2ccc(Cl)cc2)nc1,4%,-78*,2.8%,14%,-21%,-23%,-1%,19%,i
CC(C)c1nc2sc3c(=O)[nH]c(=S)[nH]c3c2c2c1CCCC2,-10%,28,0.2%,8%,-9%,-21%,-1%,4%,i
CC1(C)CC(=O)C=C(c2n[nH]nc2C2CC2)C1,.,-12,-0.2%,-8%,-17%,-2%,.,.,i
CCOc1ccccc1C(=O)NCC(=O)OCC(=O)c1ccc2c(c1)OCCO2,27%,-3,-0.6%,4%,1%,2%,-12%,18%,i
COc1ccc(CC(NC(C)=O)C(=O)NC2CCN(C(=O)NCc3ccccc3)CC2)cc1OC (stereo not given),-2%,0,-0.9%,7%,0%,-5%,?,?,i
Cc1cc(NCc2ccccn2)n2nc(C)c(-c3ccc(Cl)cc3)c2n1,?,?,-0.2%,?,14µM*,?,-29%,16µM*,i
CCc1nc2c(OCCOC)cccn2c1N(C)C(=O)c1ccc(C)cc1,.,6,0.5%,-3%,-1%,11%,.,.,i
Cc1cccc(C)c1NC(=S)NCCc1ccccn1,17%,15,0.2%[9.22 µM],2%,0%,-11%,-1%,-7%,i
COc1cccc(C(=O)N/N=C/c2ccc(OC3CSC3)cc2)c1,5%,-8,3.6%,-3%,3%,-1%,-7%,-2%,i
CCOC(=O)C1CCCN(S(=O)(=O)c2cccc3cccnc23)C1 (stereo not given),-1%,6,0.1%,0%,-22%,-2%,-4%,?,i
Cc1ccc(NC(=O)CN(C)C(=O)CSc2n[nH]c(N)n2)cc1,4%,-3,-0.6%,-10%,-9%,-5%,1%,-13%,i

Molecules above that have an NH in an aromatic ring (4):
Compound,MCF10A rerep,IL-1B inflam inh,Nrf2 ARE act,ATXN2 expr inh,HepG2 viability,TGFb SMAD3 inh,A549 tox,Nrf2 block,ATXN viability
Cc1ccc(NC2CCCN(C(=O)c3cc(C(C)C)[nH]n3)C2)cc1C (stereo not given),0%,0,-0.6%,-1%,1%,9%,-6%,-6%,i
CC(C)c1nc2sc3c(=O)[nH]c(=S)[nH]c3c2c2c1CCCC2,-10%,28,0.2%,8%,-9%,-21%,-1%,4%,i
CC1(C)CC(=O)C=C(c2n[nH]nc2C2CC2)C1,.,-12,-0.2%,-8%,-17%,-2%,.,.,i
Cc1ccc(NC(=O)CN(C)C(=O)CSc2n[nH]c(N)n2)cc1,4%,-3,-0.6%,-10%,-9%,-5%,1%,-13%,i

The listing picks up; the 2 compounds before the break are reprinted first.
Compound,MCF10A rerep,IL-1B inflam inh,Nrf2 ARE act,ATXN2 expr inh,HepG2 viability,TGFb SMAD3 inh,A549 tox,Nrf2 block,ATXN viability
CCOC(=O)C1CCCN(S(=O)(=O)c2cccc3cccnc23)C1 (stereo not given),-1%,6,0.1%,0%,-22%,-2%,-4%,?,i
Cc1ccc(NC(=O)CN(C)C(=O)CSc2n[nH]c(N)n2)cc1,4%,-3,-0.6%,-10%,-9%,-5%,1%,-13%,i
CCOc1ccc(-c2cnc(NCc3ccc(OC)cc3OC)n2C)cc1,.,.,-1.0%,-22%,-42%,-19%,1%,-17%,i
COc1cc(C(=O)N(Cc2ccccn2)CC2CCCO2)cc(OC)c1OC (stereo not given),5%,-3,-0.3%,4%,-17%,2%,-5%,8%,i
C=CCn1c(O)c(C=Nc2ccccc2)sc1=S,-1%,-14,3.9%,49%[activator],-14%,6%,-24%,?,i
COc1ccc(-c2c(C(F)(F)F)oc3cc(OCC(=O)Nc4ccccc4C(F)(F)F)ccc3c2=O)cc1OC,8.2µM*,13,-0.8%,-17%,-23%,-15%,2%,?,i
COc1ccccc1CCNC(=O)c1cc2c(=O)n3cccc(C)c3nc2n1C,.,.,0.2%,.,4%,-15%,2%,-6%,.
COc1ccc(N2CCN(c3nc(Cl)nc(N4CCOCC4)n3)CC2)cc1,11%,-20,0.3%,-27%,-1%,1%,-1%,-12%,i
Cc1cc(C(=O)OCC(=O)NCc2ccco2)c(C)o1,?,-9,2.4%,-6%,-33%,-6%,0%,7%,i
CCS(=O)(=O)N1CCN(C2Cc3ccccc3C2)CC1,1%,8,-0.3%,3%,-13%,-4%,3%,0%,i
COc1ccc(C2/C=C\CN(C(=O)CC(C)(C)C)CC(=O)N2Cc2ccc(F)cc2)cc1 (stereo not given),17%,7,0.5%,-6%,-14%&-13%,-10%&-6%,-12%&-3%,?,i
CC(C)C(=O)N1CCC1(C)C(=O)Nc1nc2ccccc2[nH]1 (stereo not given),.,29,0.1%[9.22 µM],0%,-24%,1%,.,.,i
COc1ccc(Cl)cc1NC(=O)c1cc(-c2ccccc2O)n[nH]1,11%,-12,?,-33%,-26%,-14%,-2%,0%,?
CCN(C(=O)COC(=O)/C=C/c1ccc(S(=O)(=O)N2CCc3ccccc32)cc1)C1CCS(=O)(=O)C1 (stereo not given),?,?,3.5%,10%,-20%,-23%,-5%,-29%,i
O=C(Cn1c(=O)n(-c2ccccc2)c(=O)c2c3c(sc21)CCCC3)Nc1cccc(F)c1,.,.,-0.3%,2%,0%,-5%,-3%,4%,?
COc1ccc(C2(C)C(C#N)C(=O)NC(=O)C2C#N)cc1 (stereo not given),9%,24,-0.1%,1%,-4%,-6%,4%,15%,?
CCCCCNCc1cccc(Br)c1,-2%,-23,-0.4%,-10%,1%,-3%,-4%,6%,i
O=C(COC(=O)/C=C/c1ccco1)Nc1ncc(Cl)cc1Cl,-5%,-3,17%,.,1%,11%,0%,7%,i

(cont.)
structure	MCF10A rerep	IL-1B inflam inh	Nrf2 ARE act	ATXN2 expr inh	HepG2 viability	TGFb SMAD3 inh	A549 tox	Nrf2 block	ATXN viability
Cc1nn(Cc2ccccc2)c(Cl)c1/C=C/C(=O)OCC(=O)N(C)C1CCS(=O)(=O)C1 (stereo not given)	13%	13	0.5%	-11%	-13%	11%	5%	?	i
CCCCCCCCc1nc(SCC(C)=O)n[nH]1	5%	-17	0.1%	17%	-11%	1%	-5%	-6%	i
Cc1ccc(C(=O)NCC(c2ccco2)S(=O)(=O)c2cccs2)cc1C (stereo not given)	.	.	6.1%	.	-22%	?	10%	.	.
COc1ccc(C)cc1N1CC(C(=O)Nc2ccccc2C(=O)NC2CC2)CC1=O (stereo not given)	0%	9	0.2%	.	-7%	18%	1%	3%	i
COc1ccc(C2CC(c3cccs3)=NN2S(C)(=O)=O)cc1 (stereo not given)	-1%	-8	1.7%	73%[activator]	-8%	-13%	3%	16%	i
Cc1ccc(C(=O)Nc2nc3ccc(Cl)cc3s2)o1	?	-11	8.9%	26%	-38%	?	-13%	?	i
Cc1oc(-c2ccc(Cl)cc2)cc1C(=O)/C(C#N)=C/Nc1cccc(OC(F)(F)F)c1	?	.	4.6%	-16%	0%	29%	0%	0%	i
CC(C)Cn1c(N)c(C(=O)COC(=O)c2cc(C(F)(F)F)nc3ccccc23)c(=O)n(C)c1=O	-12%	6	-0.8%	6%	1%	3%	-1%	4%	i
CC(=O)Nc1ccc(NC(=O)CSc2nc(N)c(NC(=O)c3ccccc3F)c(=O)[nH]2)cc1	-16%	i	-0.7%	-4%	3%	-11%	-5%	-2%	i
Cc1ccc(O)c(C(=O)/C=C/c2ccc3c(c2)OCCO3)c1	?	-52*	?	.	-40%	?	6%	6%	?
Cc1ccc(Cl)cc1NS(=O)(=O)N1CCOCC1	-2%	20	0.0%	-8%	4%	2%	8%	1%	i
COCCNC(=O)CN(Cc1ccc(Cl)cc1)S(C)(=O)=O	-22%	2	-0.6%	7%	2%	0%	-8%	.	i
COc1ccc2cc(-c3[nH]ncc3CN3CCCCO3)ccc2c1	24%	7	8.6%	42%[activator]	0%	-4%	-3%	?	?
CN(C)C(=O)C(=O)c1c(-c2ccccc2)cc2ccccn12	-10%	2	1.8%	-9%	5%	?	-19%	.	i
